# High-throughput results (PubChem)
# USP2a inh: USP2a (human) protease inhibition; 0.01% of 330,000 active; Potency, µM (titrated, usually from 38.3 µM), without a hit: at the highest dose activity change, negative = inhibition, usual class: inhibitors; USP2 core, Ub-CHOP2 coupled fluorogenic reporter, 485/531; AID 463254; O75604;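 note: potency is the fitted concentration of half-maximal effect; plate controls were DMSO wells for no effect and full inhibition by NEM control for full effect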
#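 Cell-free coupled assay: 10nM USP2 core preincubated 30min RT with compound in Tris-HCl pH 8.0/CaCl2/CHAPS buffer, then 25nM Ub-CHOP2 and 25nM reporter substrate; fluorescence (Ex 485/Em 531) read after 60min RT, normalized to NEM inhibition, concentration-response curves fitted.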
# Tb PFK inh: blocks T. brucei phosphofructokinase. O15648. AID 485367. T. brucei PFK, ADP-Glo luminescence. 0.17% of 330,000 active. Potency, µM (series often up to 57.5 µM), for the others: at the top dose activity, negative = inhibition, usual class: inhibitors;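 note: potency is the fitted concentration of half-maximal effect; 0% = uninhibited 1x PFK enzyme wells and -100% = no-enzyme wells; nearly all actives have a fitted effect of over 60% in size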
#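 PFK 1.25 nM, F6P 0.5 mM, ATP 0.1 mM, 0.1 M TEA pH 8.0, 5 mM MgCl2, 0.01% Tween20, 0.1% BSA; 45 min RT. ADP-Glo readout. qHTS titration up to 57 uM; curves fitted, compounds curve-classed.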
# B2AR arrestin: agonists driving beta-arrestin recruitment to human beta2-adrenergic receptor; P07550; beta-arrestin recruitment to beta2AR, cell-based reporter; Potency, µM (series often up to 46.1 µM), without a hit: at the highest dose activation, hits mostly activators; 0.02% of 330,000 active;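 note: potency is the fitted concentration of half-maximal effect; 0% = DMSO controls and full agonism = EC100 isoproterenol or metaproterenol; nearly all actives have a fitted effect of over 65% in size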
# Mito fusion act: blocks mitochondrial division or promotes mitochondrial fusion. Potency, µM (titrated, usually from 46.1 µM), inactives show at the top dose growth rescue (activation), actives largely listed as activators. 0.23% of 320,000 active. S. cerevisiae fusion-defective mutant growth rescue, CellTiterGlo 48 h;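 note: potency is the fitted concentration of half-maximal effect; % of control where 0% means no effect; nearly all actives have a fitted effect of over 45% in size; temperature-sensitive fusion mutants such as fzo1-1 at 37 °C on non-fermentable ethanol glycerol medium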
#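 Yeast fusion mutant, YPEG (non-fermentable carbon), compound, 48 h at 37C non-permissive; CellTiterGlo added, 10 min RT, luminescence read. Rescued growth = division inhibition.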
# TSHR antag: human thyrotropin receptor antagonism; P16473; TSHR-expressing cells, TSH-stimulated cAMP HTRF, 2 h; active compounds read low; activity change, negative = inhibition, % at 11.5 µM; 0.2% of 330,000 active; AID 504810;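 active = activity change below a set negative limit, meaning inhibition stronger than a set level, cut at about -70% in these data; inconclusive = activity change between two set negative limits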; note: % is set by controls: 0 for no effect and ±100 for the full control effect
#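 TSHR-expressing cells, 200/well, pre-treated with compound, then stimulated with EC80 TSH (4nM final) for 2 hours at 37 deg C. cAMP measured by competitive HTRF: anti-cAMP cryptate antibody in lysis buffer plus cAMP-d2, read after 30 minutes at room temperature.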
# uPA surface inh: blocks generation of uPA at the cell surface. 0.31% of 330,000 active. cell surface uPA generation assay, qHTS. Potency, µM (top dose mostly 38.3 µM), without a hit: at the top dose activity change, negative = inhibition, actives largely listed as inhibitors; active = well fitted inhibition curve with a large enough effect; inconclusive = small, poorly fitted or top-dose-only effect; inactive = no such curve, though single readings can be large or run the other way; tested in mouse RAW 264.7 cells; note: potency is the fitted concentration of half-maximal effect; % is set by controls: 0 for no effect and ±100 for the full control effect; nearly all actives have a fitted effect of over 55% in size
# ELG1 repair inh: ELG1-dependent DNA repair inhibition. AID 504467. HEK293T ELG1-luciferase reporter, luminescence, 16 h; DNA damage induced by 5-fluorouridine. 2.3% of 330,000 active. Potency, µM (top dose mostly 46.1 µM), inactives show at the top dose activity change, negative = inhibition, most hits filed as inhibitors; note: potency is the fitted concentration of half-maximal effect; % is set by controls: 0 for no effect and ±100 for the full control effect; nearly all actives have a fitted effect of over 55% in size
#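 5-Fluorouridine DNA damage + compound/DMSO, 2,000 cells/well, 16 h, 37 °C/5% CO2. ONE-Glo, 30 min RT, luminescence. Readout = decrease in reporter signal.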
# TSG101-PTAP inh: blocks PTAP/TSG101 interaction to inhibit HIV-1 budding; Q99816; Fluorescence polarization, FITC-PTAP peptide / Tsg101 binding; Potency, µM (highest dose often 115 µM), inactives show top-dose activity change, negative = inhibition, most hits filed as inhibitors; 340,000 tested, under 10 active; AID 493005; active = well fitted inhibition curve with a large enough effect in the main read-out, with a control signal flat, not every such curve was filed as active; inconclusive = small, poorly fitted or top-dose-only effect, or effect the other way, or a change in a side signal; inactive = no such curve, though single readings can be large or run the other way; note: potency is the fitted concentration of half-maximal effect; % of control where 0% means no effect
#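 Steps: Tsg101 binding domain dispensed (10 uM final), compounds pinned in DMSO, FITC-labeled PTAP-motif peptide added (50 nM final); after 20 min binding at room temperature, polarization measured.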
# Eya2 phos inh: inhibitors of human Eya2 phosphatase activity | O00167 | recombinant Eya2, OMFP fluorescence dephosphorylation (OMFP is methylfluorescein phosphate) | Potency, µM (series often up to 76.9 µM), without a hit: at the highest dose activity, negative = inhibition, usual class: inhibitors | 0.006% of 330,000 active; note: potency is the fitted concentration of half-maximal effect; % is set by controls: 0 for no effect and ±100 for the full control effect
# Target sequence (O00167 whole entry, looked up): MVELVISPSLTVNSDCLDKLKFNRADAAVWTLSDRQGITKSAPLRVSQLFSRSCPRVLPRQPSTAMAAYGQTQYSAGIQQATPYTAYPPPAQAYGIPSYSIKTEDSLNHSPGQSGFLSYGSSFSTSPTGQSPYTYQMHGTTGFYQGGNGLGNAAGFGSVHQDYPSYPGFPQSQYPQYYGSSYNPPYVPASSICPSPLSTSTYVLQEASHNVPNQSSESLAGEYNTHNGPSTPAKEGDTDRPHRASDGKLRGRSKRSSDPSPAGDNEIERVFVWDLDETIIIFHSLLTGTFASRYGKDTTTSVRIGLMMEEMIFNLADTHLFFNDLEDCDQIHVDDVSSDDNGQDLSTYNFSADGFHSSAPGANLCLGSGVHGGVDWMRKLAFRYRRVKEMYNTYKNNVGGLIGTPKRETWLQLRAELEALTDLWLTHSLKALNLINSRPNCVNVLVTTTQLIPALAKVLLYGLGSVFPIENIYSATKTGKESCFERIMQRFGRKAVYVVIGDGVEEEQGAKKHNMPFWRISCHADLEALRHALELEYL
#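 Eya2 protein (added as 0.2 uM solution) was preincubated with compound for 10 min at ambient temperature in 50 mM HEPES pH 7.5, 50 mM NaCl, 5 uM MgCl2, 0.05% BSA, 1 mM DTT. OMFP (added at 50 uM) then reacted 10 min; fluorescence read at 485/525 nm.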
# BCR signal inh: chronic active BCR signaling inhibition; ABC-DLBCL IkBa-CBG/CBR reporter, luminescence ratio, 4 h; Potency, µM (series often up to 46.1 µM), for inactives: top-dose ratio change, negative = lower green/red ratio, actives largely listed as inhibitors; 0.05% of 340,000 active; active = well fitted inhibition curve with a large enough effect in the signal ratio, with a control signal flat, not every such curve was filed as active; inconclusive = small, poorly fitted or top-dose-only effect, or effect the other way, or a change in a side signal; the % refers to the signal ratio;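 note: potency is the fitted concentration of half-maximal effect; plate controls were basal doxycycline-induced cells for no effect and cells given 10 µM MG132 for full effect; MG132 reads +100%, hits lower the ratio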
#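 Concentration-response series (up to 46 uM) were applied to TMD8 dual-reporter cells for 4 h at 37C with doxycycline. Green/red ratio, after filter-overlap correction, defined %Activity; red signal alone was normalised to basal cells and zero luminescence.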
# TCR activator: T cell receptor activation; primary human leukocytes, anti-CD3, IL-2 HTRF, 48 h; Potency, µM (series often up to 9.22 µM), inactives show at the highest dose activation of IL-2 secretion, most hits filed as activators; 330,000 tested, under 10 active; note: % of control where 0% means no effect
#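 Compounds are tested in HTS on primary human leukocytes co-incubated with a-CD3 beads for 48 hr. IL-2 output is measured by time-resolved FRET.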
# * = called active by the depositor; ? = inconclusive; . = no result given; [ ] = dose if it differs, or a comment. Unless noted, calls come from the whole dose curve; as a rule, active = well fitted curve in the direction sought with a large enough effect; inconclusive = small, poorly fitted or top-dose-only effect, or another doubt; inactive = no such curve, though single readings can be large; an effect the other way counts as inactive or inconclusive.
# Preview:
[1] O=C(C1CCCO1)N1CCN(S(=O)(=O)c2ccc(F)cc2)CC1 (stereo unspecified)
[2] CCn1cc(C(=O)NCCC(C)C)c(=O)c2cc(F)c(N3CCN(C)CC3)cc21
[3] Cc1ccc(SCC(=O)NC(=O)NCc2ccccc2)c(C)c1
[4] Cc1cc(C)c2c(n1)sc1c(-c3ccccc3)c(C#N)c(N)nc12
[5] COc1cc(S(=O)(=O)N2CCOCC2)ccc1NC(=O)COc1ccc(N(C)S(=O)(=O)c2ccc(C)cc2)cc1
screen / no.	1	2	3	4	5
TSG101-PTAP inh	1%	-11%	-1%	0%	-2%
ELG1 repair inh	8%	-5%	3%	?	-6%
TSHR antag	5	-6	0	17	-11
BCR signal inh	?	8%	-11%	12%	11%
B2AR arrestin	3.3%	0.3%	?	-0.6%	-0.1%
Eya2 phos inh	15%	-3%	-7%	0%	-10%
uPA surface inh	-1%	-2%	3%	-3%	1%
USP2a inh	0%	6%	6%	3%	5%
Tb PFK inh	14%	2%	0%	2%	4%
Mito fusion act	-1%	-10%	2%	18%	8%
TCR activator	-4%	2%	3%[46.1 µM]	3%[46.1 µM]	1%

# This part in full, from the start:
[1] O=C(C1CCCO1)N1CCN(S(=O)(=O)c2ccc(F)cc2)CC1 (stereo unspecified)
[2] CCn1cc(C(=O)NCCC(C)C)c(=O)c2cc(F)c(N3CCN(C)CC3)cc21
[3] Cc1ccc(SCC(=O)NC(=O)NCc2ccccc2)c(C)c1
[4] Cc1cc(C)c2c(n1)sc1c(-c3ccccc3)c(C#N)c(N)nc12
[5] COc1cc(S(=O)(=O)N2CCOCC2)ccc1NC(=O)COc1ccc(N(C)S(=O)(=O)c2ccc(C)cc2)cc1
[6] CC(C)n1nnnc1-c1ccc(Cl)cc1
[7] O=C(c1cccnc1)c1cccnc1
[8] CC(C)(C)C(=O)/C=C/Nc1ccccc1O
[9] O=C1C=C(c2cccc3c2sc2ccccc23)C[C@@H](c2ccc(Cl)cc2)C1
[10] Cc1ccc2cccc(Oc3cnccn3)c2n1
screen / no.	1	2	3	4	5	6	7	8	9	10
TSG101-PTAP inh	1%	-11%	-1%	0%	-2%	-6%	0%	0%	-1%	-2%
ELG1 repair inh	8%	-5%	3%	?	-6%	6%	-9%	1%	4%	3%
TSHR antag	5	-6	0	17	-11	2	-21	-3	72	-7
BCR signal inh	?	8%	-11%	12%	11%	0%	0%	?	-4%	2%
B2AR arrestin	3.3%	0.3%	?	-0.6%	-0.1%	-0.1%	-0.5%	-0.1%	-1.0%	-0.9%
Eya2 phos inh	15%	-3%	-7%	0%	-10%	8%	-19%	-2%	-10%	0%[15.4 µM]
uPA surface inh	-1%	-2%	3%	-3%	1%	-3%	6%	.	-7%	-1%
USP2a inh	0%	6%	6%	3%	5%	-2%	1%	4%	0%	1%
Tb PFK inh	14%	2%	0%	2%	4%	2%	1%	1%	1%	-2%
Mito fusion act	-1%	-10%	2%	18%	8%	-2%	-1%	4%	10%	1%
TCR activator	-4%	2%	3%[46.1 µM]	3%[46.1 µM]	1%	1%	-13%[46.1 µM]	-1%	-3%	1%

[11] CC1CCN(S(=O)(=O)c2cccc(C(=O)N(C)C3(C)CCS(=O)(=O)C3)c2)CC1 (stereo unspecified)
[12] COc1cccc(CNC(=O)CCCC(=O)NC(C)CCc2ccccc2)c1 (stereo unspecified)
[13] CCOc1cc2c(cc1C=O)OC(C)C2 (stereo unspecified)
[14] O=C(c1cn(-c2ccccc2)nc1-c1ccc(Cl)s1)N1CCOCC1
[15] CN1CCN(C(=O)c2cc3cc(Cl)ccc3[nH]2)CC1
[16] CC(C)C(=O)Nc1sc2c(c1C(N)=O)CCN(Cc1ccccc1)C2
screen / no.	11	12	13	14	15	16
TSG101-PTAP inh	-8%	0%	-2%	-4%	-11%	-4%
ELG1 repair inh	4%	13%	-11%	-4%	15%	-21%
TSHR antag	10	-130*	-1	41	24	-4
BCR signal inh	4%	0%	7%	-15%	0%	1%
B2AR arrestin	0.4%	0.3%	0.2%	-0.1%	-0.4%	-0.1%
Eya2 phos inh	7%	-1%	-8%	1%	8%	5%
uPA surface inh	-4%	-2%	1%	-1%	-17%	4%
USP2a inh	-7%	0%	1%	-2%	1%	5%
Tb PFK inh	-2%	1%	-2%	6%	18%	2%
Mito fusion act	9%	2%	-7%	19%	-7%	3%
TCR activator	4%	.	-1%	-11%	2%	-3%

# Three entries already listed, arranged by the number in TSHR antag, descending.
No.	SMILES	TSG101-PTAP inh	TSHR antag	B2AR arrestin	Eya2 phos inh	uPA surface inh	Tb PFK inh	Mito fusion act	TCR activator
14	O=C(c1cn(-c2ccccc2)nc1-c1ccc(Cl)s1)N1CCOCC1	-4%	41	-0.1%	1%	-1%	6%	19%	-11%
15	CN1CCN(C(=O)c2cc3cc(Cl)ccc3[nH]2)CC1	-11%	24	-0.4%	8%	-17%	18%	-7%	2%
5	COc1cc(S(=O)(=O)N2CCOCC2)ccc1NC(=O)COc1ccc(N(C)S(=O)(=O)c2ccc(C)cc2)cc1	-2%	-11	-0.1%	-10%	1%	4%	8%	1%
